LYP inhibition: inhibitors of LYP phosphatase, biochemical, fluorescence intensity, uHTS (AID 1779); one-dose inhibition, % at 11.5 µM; IC50 in µM for titrated hits; actives 0.054% (n = 290,000); Tyrosine-protein phosphatase non-receptor type 22 (Homo sapiens); recombinant LYP phosphatase, fluorescence intensity; higher % means a stronger effect;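 also: plate controls were vehicle with enzyme for no effect and no enzyme for full effect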
M1AAP inhibition: P. falciparum M1AAP inhibitors, biochemical, fluorogenic H-Leu-NHMec substrate, 1536-well (AID 1445) | Aminopeptidase N (Plasmodium falciparum (isolate 3D7)) | recombinant M1AAP, H-Leu-NHMec fluorogenic kinetic assay; higher % means a stronger effect | one-dose inhibition, % at 30 µM; IC50 in µM for titrated hits | actives 0.42% (n = 220,000);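 active = primary inhibition above the hit cutoff, then over 50% inhibition at one or more dose response concentrations, cut at about 23% in these data, passing the limit was not always enough; inconclusive = conflicting primary data, or primary hits not chosen for dose response; inactive = low primary inhibition, or under 50% at every dose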;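 also: plate controls were DMSO full reaction for no effect and no enzyme background for full effect; strong numbers were not always called active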
SIAH1 antagonists: Siah-1 peptide-binding antagonists, primary screen, biochemical, fluorescence polarization, rhodamine-plectin, uHTS (AID 1817) | E3 ubiquitin-protein ligase SIAH1 (Homo sapiens) | Siah-1 / rhodamine-plectin peptide fluorescence polarization; higher % means a stronger effect | displacement, % at 20 µM, or IC50 in µM where a hit was titrated | actives 0.02% (n = 290,000);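 active = displacement of at least 50% at 20 µM, with a fluorescence ratio check between 0.3 and a set limit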;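 also: plate controls were Siah plus tracer with DMSO for no effect and tracer alone without Siah for full effect; strong numbers were not always called active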
human PMI inhibitors: human PMI inhibitors, high substrate, primary screen, biochemical, fluorescence intensity, high mannose 6-phosphate (AID 1220); inhibition, % at 20 µM; hits with a dose series show IC50 in µM; actives 0.66% (n = 190,000); recombinant PMI enzyme, coupled fluorescence intensity; higher % means a stronger effect
M17LAP inhibition: P. falciparum M17LAP inhibitors, primary screen, biochemical, fluorogenic H-Leu-NHMec substrate, 1536-well (AID 1619) | recombinant M17LAP, H-Leu-NHMec fluorogenic kinetic assay; higher % means a stronger effect | inhibition, % at 30 µM, or IC50 in µM where a hit was titrated | actives 0.38% (n = 220,000);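 active = compound inhibiting the enzyme by more than half at any dose during confirmatory dose-response retesting; inconclusive = strong single-dose inhibitors picked by rank but not retested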;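 also: plate controls were full reaction with DMSO carrier for no effect and no enzyme background for full effect; strong numbers were not always called active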
Dynein transport: inhibitors of GR-EGFP nuclear translocation, primary screen, dynein cargo transport inhibitor project, imaging, high-content, 3617.4 mouse cells; test concentration mostly 20 µM; stimulated with dexamethasone, 1 µM; stronger effect = lower value; z-score, hits read low; actives 0.47% (n = 220,000); AID 1381, 2008;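 active = plate z-score of nuclear minus cytoplasmic receptor signal below a set negative limit, without overly bright fluorescence or cell loss, cut at about -3.5 in these data, passing the limit was not always enough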;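 also: z-score of nuclear minus cytoplasmic ring GR-EGFP intensity difference per well; some compounds called inactive have numbers as strong as hits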
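Medium: Induction medium lacking tetracycline, stripped serum | Probe or stimulus: 1.0 µM final dexamethasone stimulus | Schedule: 48 h induction, then 1 h compound, then 30 min agonist, 37 °C | Signal: Automated 10x imaging of fixed Hoechst-stained cells | Evaluation: Per-cell GR-EGFP intensity, nucleus versus surrounding cytoplasmic ring, well-averaged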
XIAP displacement: XIAP antagonists, biochemical, IAP family, fluorescence polarization (AID 1018); E3 ubiquitin-protein ligase XIAP (Homo sapiens); XIAP BIR domain, fluorescence polarization peptide displacement; higher % means a stronger effect; one-dose displacement, % at 20 µM; IC50 in µM for titrated hits; actives 0.007% (n = 200,000); in the data active = displacement above about 50%; also: a part of the inactive calls stands beside numbers as strong as those of hits
AID2073: inhibitors of Mint1-CaV2.2 protein interaction, biochemical, HTRF (AID 2073); Voltage-dependent N-type calcium channel subunit alpha-1B (Homo sapiens); HTRF protein-protein interaction, Mint1-CaV2.2; higher % means a stronger effect; inhibition, % at 20 µM; hits with a dose series show IC50 in µM; actives 0.19% (n = 290,000); in the data active = inhibition mostly above about 51%, no sharp cut-off; inconclusive = no clear call, values can overlap the other calls; inactive = mostly below about 53%; also: some results filed as inactive read as strong as hits
human PMI inhibition: inhibitors of human PMI, primary screen, biochemical, fluorescence intensity, coupled assay (AID 1209) | purified PMI enzyme, coupled fluorescence intensity; higher % means a stronger effect | inhibition, % at 20 µM; hits with a dose series show IC50 in µM | actives 0.42% (n = 190,000);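 also: plate controls were DMSO vehicle for no effect and wells lacking substrate for full effect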
Dynein transport cytoplasmic EGFP: second read-out of Dynein transport, no call of its own (marks repeat the call); z-score; measured here: cytoplasmic GR-EGFP intensity; stronger effect = higher value
Dynein transport nuclear GR-EGFP: also measured in Dynein transport; calls as there; z-score; measured here: nuclear GR-EGFP intensity;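 lower value marks the stronger effect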
Dynein transport cell count: also measured in Dynein transport; calls as there; z-score; measured here: cell count per field
* = called active by the depositor; ? = inconclusive; . = no result given. Rule as the data show it, unless noted: active = inhibition above about 50%; inactive = the rest.

No.	SIAH1 antagonists	Dynein transport cytoplasmic EGFP	AID2073	Dynein transport cell count	Dynein transport nuclear GR-EGFP	LYP inhibition	human PMI inhibition	XIAP displacement	M17LAP inhibition	M1AAP inhibition	human PMI inhibitors	Dynein transport	Structure
1	6%	-0.26	4%	0.81	-0.71	0%	6%	-13%	-4%	?	5%	-1.3	CCOC(=O)c1ccc(NC(=O)CSc2n[nH]c(-c3ccncc3)n2)cc1
2	-4%	-0.23	?	0.67	-0.12	-5%	-2%	-3.9%	-3%	-2%	9%	-0.31	CCN(CC)S(=O)(=O)c1cc(C(=O)Oc2ccccc2OC)ccc1OC
3	25%	-0.18	34%	0.66	-0.22	-6%	-6%	-2.7%	4%	10%	-7%	-1	CCCS(=O)(=O)n1nc(-c2ccc(OC)cc2OC)cc1N
4	-7%	-0.2	6%	0.015	-0.57	-2%	-1%	-3.6%	-16%	2%	0%	0.21	CCOC(=O)N1CCN(C(=O)c2ccc(Cl)c(S(=O)(=O)Nc3ccccc3)c2)CC1
5	0%	-0.28	-5%	-0.14	0.55	1%	4%	4.0%	7%	0%	4%	1.2	Cc1sc2nc(CN(C(=O)NC3CCCCC3)C3CCCC3)[nH]c(=O)c2c1C
6	1%	-0.3	44%	-0.08	0.3	-1%	21%	-6.2%	-8%	19%	15%	0.65	CCOC(=O)C1CCN(C(=O)c2cc3cc4cc(OC)ccc4nc3o2)CC1
7	-1%	-0.25	2%	0.74	-0.51	-12%	-8%	-3.1%	1%	1%	-15%	-0.85	CCOC(=O)Cn1c(=O)oc2cc(S(=O)(=O)NCCC(C)C)ccc21
8	-7%	-0.14	14%	-1.3	0.051	-6%	-3%	-4.3%	-7%	4%	-7%	-0.44	COc1nn(CC(=O)N2N=C(C)CC2(O)C(F)(F)F)cc1[N+](=O)[O-] (stereo unspecified)
9	-5%	-0.16	-7%	-0.19	0.14	-4%	-35%	-8.8%	13%	3%	-37%	-0.093	COc1cc2c(cc1NC(=O)C(C)Sc1cccc[n+]1[O-])oc1ccccc12 (stereo unspecified)
10	-2%	-0.14	12%	-1.9	1.1	2%	7%	-7.8%	0%	5%	5%	1.9	CCOc1cc(S(=O)(=O)N2CCC(c3nc4ccccc4s3)CC2)c(OCC)cc1S(=O)(=O)N1CCCCC1
11	-4%	-0.29	2%	0.00056	0.47	-1%	-8%	-5.7%	14%	11%	-3%	-0.1	Cc1ccc(CSCCNC(=O)CN(c2ccccc2)S(C)(=O)=O)cc1
12	4%	.	9%	.	.	-1%	-13%	-3.2%	.	.	-6%	.	CC1(C)CC(=O)C2=C(C1)Oc1ncn3nc(-c4cccnc4)nc3c1C2c1ccccc1 (stereo unspecified)
13	7%	-0.26	9%	0.29	0.079	-8%	-8%	2.3%	-3%	-1%	-1%	0.012	CC(C)Cn1c2c(c(=O)[nH]c1=O)C(C(F)(F)F)(C(F)(F)F)N=C(CCC1CCCCC1)N2
14	-1%	-0.2	-3%	0.91	-0.15	-8%	3%	-1.7%	-4%	0%	-1%	-0.71	Cc1nn(-c2ccc(Cl)c(Cl)c2Cl)c(=O)c2ccccc12
15	3%	-0.25	-17%	-0.2	0.041	-8%	.	.	-2%	-1%	.	0.28	CC(=O)N1N=C2c3ccccc3CCC2C1c1ccc(F)cc1 (stereo unspecified)
16	20%	-0.21	1%	-0.89	0.58	-7%	-7%	1.8%	9%	5%	-3%	0.95	CCC12CN3CCN(CC(C3)/C1=N\NC(=O)c1ccc(C(C)(C)C)cc1)C2
17	20%	0.61	10%	-0.24	0.15	-5%	.	.	5%	0%	.	-0.62	CCOC(=O)c1ccc(-c2ccc(/C=N/NC(=O)c3cncc(Br)c3)o2)cc1
18	-5%	-0.28	-9%	0.4	-0.38	1%	-5%	-9.5%	-2%	-3%	4%	-0.82	O=C(c1ccc(Cl)cc1)c1c[nH]c(C(=O)NNc2cccc(Cl)n2)c1
19	10%	-0.21	-2%	0.08	0.087	-5%	2%	-11%	28%	0%	0%	0.12	Cc1cc(C)nc(NS(=O)(=O)c2ccc(N3C(=O)c4ccccc4C3=O)cc2)n1
20	-2%	0.95	2%	0.13	-0.7	-10%	-1%	-4.1%	5%	8%	-5%	-0.53	O=C(COn1nnc2ccccc21)NCC1CCCCC1

Entries 1 through 8 from above:
No.	SIAH1 antagonists	Dynein transport cytoplasmic EGFP	AID2073	Dynein transport cell count	Dynein transport nuclear GR-EGFP	LYP inhibition	human PMI inhibition	XIAP displacement	M17LAP inhibition	M1AAP inhibition	human PMI inhibitors	Dynein transport	Structure
1	6%	-0.26	4%	0.81	-0.71	0%	6%	-13%	-4%	?	5%	-1.3	CCOC(=O)c1ccc(NC(=O)CSc2n[nH]c(-c3ccncc3)n2)cc1
2	-4%	-0.23	?	0.67	-0.12	-5%	-2%	-3.9%	-3%	-2%	9%	-0.31	CCN(CC)S(=O)(=O)c1cc(C(=O)Oc2ccccc2OC)ccc1OC
3	25%	-0.18	34%	0.66	-0.22	-6%	-6%	-2.7%	4%	10%	-7%	-1	CCCS(=O)(=O)n1nc(-c2ccc(OC)cc2OC)cc1N
4	-7%	-0.2	6%	0.015	-0.57	-2%	-1%	-3.6%	-16%	2%	0%	0.21	CCOC(=O)N1CCN(C(=O)c2ccc(Cl)c(S(=O)(=O)Nc3ccccc3)c2)CC1
5	0%	-0.28	-5%	-0.14	0.55	1%	4%	4.0%	7%	0%	4%	1.2	Cc1sc2nc(CN(C(=O)NC3CCCCC3)C3CCCC3)[nH]c(=O)c2c1C
6	1%	-0.3	44%	-0.08	0.3	-1%	21%	-6.2%	-8%	19%	15%	0.65	CCOC(=O)C1CCN(C(=O)c2cc3cc4cc(OC)ccc4nc3o2)CC1
7	-1%	-0.25	2%	0.74	-0.51	-12%	-8%	-3.1%	1%	1%	-15%	-0.85	CCOC(=O)Cn1c(=O)oc2cc(S(=O)(=O)NCCC(C)C)ccc21
8	-7%	-0.14	14%	-1.3	0.051	-6%	-3%	-4.3%	-7%	4%	-7%	-0.44	COc1nn(CC(=O)N2N=C(C)CC2(O)C(F)(F)F)cc1[N+](=O)[O-] (stereo unspecified)

(further entries)
No.	SIAH1 antagonists	Dynein transport cytoplasmic EGFP	AID2073	Dynein transport cell count	Dynein transport nuclear GR-EGFP	LYP inhibition	human PMI inhibition	XIAP displacement	M17LAP inhibition	M1AAP inhibition	human PMI inhibitors	Dynein transport	Structure
21	14%	-0.22	2%	0.17	0.12	-6%	3%	-5.2%	3%	1%	-10%	-0.088	CN(CCOC(=O)c1cccc(F)c1)Cc1ccccc1
22	2%	0.8*	14%	-1.8*	-2.2*	4%	17%	-0.2%	-5%	4%	15%	-4.1*	CCOC(=O)C(=Cc1ccc(OCc2ccc([N+](=O)[O-])cc2)c(OC)c1)C(=O)OCC
23	-1%	-0.24	4%	0.009	-0.36	-1%	7%	-1.6%	17%	6%	4%	-0.6	COc1cccc(CNC(=O)CCS(=O)(=O)c2cccc3nsnc23)c1
24	-2%	-0.17	6%	0.65	-0.02	-4%	18%	-7.1%	3%	5%	12%	0.12	O=C(Oc1ccc(C(=S)N2CCCCC2)cc1)c1ccccc1
25	-3%	-0.24	-5%	1.1	-0.89	-6%	16%	-19%	32µM*	6%	-3%	-0.36	O=[N+]([O-])c1ccc(Sc2n[nH]c(-c3ccccc3)n2)nc1
26	-3%	-0.12	?	-0.041	-0.035	-23%	-9%	-4.0%	-78%	10%	-10%	-0.45	COc1ccc(-c2cc3ccc(OCc4nn[nH]n4)cc3oc2=O)cc1
27	0%	-0.032	4%	0.58	-0.17	6%	11%	-0.1%	5%	9%	12%	0.036	Cn1nc(C(F)(F)F)c(/C=N/OC(=O)c2ccccc2Cl)c1SCc1ccccc1Cl
28	0%	-0.29	-6%	0.19	-0.28	-4%	5%	-4.1%	-5%	1%	14%	0.021	CNC(=O)COC(=O)c1ccc(OCC(=O)Nc2ccccc2OC)c(OC)c1
29	24%	0.0036	-8%	0.56	-0.28	-3%	-1%	-2.6%	19%	7%	0%	-0.23	CCOc1cc(/C=N/NC(=O)CCCC(=O)NC2CCCCC2)ccc1O
30	11%	-0.79	8%	0.58	-0.57	-4%	.	.	.	.	.	-0.66	COc1ccc(C(=O)N/N=C/c2ccccc2C(=O)O)cc1OC
31	10%	-0.21	6%	0.55	-0.39	-4%	.	.	-1%	2%	.	-0.8	Cc1ccc(NC2SC(=O)N(Cc3cccc(C(=O)O)c3)C2=O)c(C)c1 (stereo unspecified)
32	3%	-0.2	21%	-0.072	0.21	-3%	-1%	0.7%	0%	-3%	-2%	-0.23	COc1cccc(/C(C)=N/NC(=O)Cc2c(C)[nH][nH]c2=O)c1
33	-2%	-0.23	-7%	0.16	0.56	-6%	.	.	-2%	6%	.	0.29	COc1ccc(C2c3c(-c4ccccc4)n[nH]c3C(=O)N2c2ccc(C(=O)O)cc2)cc1 (stereo unspecified)
34	-3%	-0.16	-2%	-1	1.4	-9%	.	.	-5%	-6%	.	1	CCCC(O)(CCN1CCOCC1)c1ccc(Cl)cc1 (stereo unspecified)
35	10%	-0.26	25%	0.48	-0.19	2%	6%	-2.6%	-8%	5%	6%	-0.51	Cc1cc(N2C(=O)CCC2=O)n(-c2ccccc2)n1
36	-2%	-0.26	4%	0.9	-0.35	-6%	.	.	17%	2%	.	-0.64	Cc1cc(N)n(-c2ccccn2)n1
37	-2%	-0.3	-12%	0.15	0.54	-2%	-63%	-5.8%	14%	22%	-128%	0.74	CCCSc1nc2cc(C)c(C)cc2n1CC(C)O (stereo unspecified)
38	-2%	0.36	26%	-1.5	0.76	8%	-2%	-6.4%	-9%	5%	-5%	2.4	COc1ccc(NS(=O)(=O)c2ccc(N3CCOCC3)c(NC(=O)c3ccccc3Cl)c2)cc1
